RTF Ca sens inh: cardiac RTF calcium sensitivity inhibitors, primary screen, biochemical, IANBD-TnC fluorescence, EC70 calcium; Troponin I, cardiac muscle (Homo sapiens) + Troponin T, cardiac muscle (Homo sapiens) + …; IANBD-labeled cardiac RTF, Ca2+ fluorescence; inhibition, % at 7.15 µM; 0.12% of 340,000 active;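 active = inhibition above the mean inhibition of all tested compounds plus 3 SD, cut at about 17% in these data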;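 note: assay run at fixed EC70 calcium of 1.6 mM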
NSD2 inh: NSD2 histone methyltransferase inhibitors, primary screen, biochemical, AlphaScreen, single concentration, set 2. NSD2 peptide methylation, 120 min. inhibition, % at 12.5 µM. 0.54% of 310,000 active. AID 743445, 2014; in the data active = inhibition above about 50%
Target sequence (O96028 whole entry, looked up): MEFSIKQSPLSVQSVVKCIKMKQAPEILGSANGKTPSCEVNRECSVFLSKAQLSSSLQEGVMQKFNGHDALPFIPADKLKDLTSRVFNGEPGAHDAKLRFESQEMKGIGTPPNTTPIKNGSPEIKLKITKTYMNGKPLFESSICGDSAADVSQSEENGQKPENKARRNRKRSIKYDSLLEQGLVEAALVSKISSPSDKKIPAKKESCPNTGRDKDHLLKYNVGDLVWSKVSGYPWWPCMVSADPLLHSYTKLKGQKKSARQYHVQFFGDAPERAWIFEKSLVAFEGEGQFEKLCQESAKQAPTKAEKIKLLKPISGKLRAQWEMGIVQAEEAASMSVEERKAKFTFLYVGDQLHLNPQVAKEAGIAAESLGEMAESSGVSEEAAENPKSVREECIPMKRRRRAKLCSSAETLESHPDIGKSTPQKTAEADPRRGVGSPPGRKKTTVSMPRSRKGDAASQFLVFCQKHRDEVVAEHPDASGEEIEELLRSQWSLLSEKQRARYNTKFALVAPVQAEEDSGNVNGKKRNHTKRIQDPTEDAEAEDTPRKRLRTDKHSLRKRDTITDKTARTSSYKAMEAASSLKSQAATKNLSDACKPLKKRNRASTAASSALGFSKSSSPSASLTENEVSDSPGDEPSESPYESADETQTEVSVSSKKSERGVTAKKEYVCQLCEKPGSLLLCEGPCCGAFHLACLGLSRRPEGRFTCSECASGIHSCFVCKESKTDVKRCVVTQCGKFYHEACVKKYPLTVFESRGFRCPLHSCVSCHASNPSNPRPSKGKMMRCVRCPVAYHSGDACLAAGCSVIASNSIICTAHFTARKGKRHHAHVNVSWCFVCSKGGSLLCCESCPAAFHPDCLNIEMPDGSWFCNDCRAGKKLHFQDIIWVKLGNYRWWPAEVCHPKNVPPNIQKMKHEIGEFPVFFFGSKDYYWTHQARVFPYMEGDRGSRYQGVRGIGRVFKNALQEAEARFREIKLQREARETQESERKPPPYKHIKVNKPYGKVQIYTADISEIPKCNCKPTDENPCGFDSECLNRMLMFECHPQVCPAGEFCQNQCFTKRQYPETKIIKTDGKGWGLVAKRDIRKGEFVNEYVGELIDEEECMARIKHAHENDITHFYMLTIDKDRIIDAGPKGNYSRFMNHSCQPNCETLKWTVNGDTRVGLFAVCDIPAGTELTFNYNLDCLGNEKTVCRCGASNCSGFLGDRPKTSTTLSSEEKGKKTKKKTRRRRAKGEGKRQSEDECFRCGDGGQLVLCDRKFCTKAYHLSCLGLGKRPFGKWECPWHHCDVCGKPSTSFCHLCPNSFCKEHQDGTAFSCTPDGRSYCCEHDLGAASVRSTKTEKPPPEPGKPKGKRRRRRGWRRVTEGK
C-LANA FP: inhibitors of KSHV C-LANA binding to DNA, primary screen, biochemical, fluorescence polarization, FAM-LBS DNA, MBP-C-LANA, single point. Kaposi's sarcoma herpesvirus LANA C-terminal domain (residues 932-1162) DNA binding. inhibition, % at 9 µM. 0.078% of 340,000 active. AID 504423, 2011;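 active = highest replicate inhibition at or above 60% at 9 µM, even if other replicates fall short; inactive = all replicates below 60% inhibition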;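 note: 0% = neutral control wells and 100% = 4 µM acridine orange control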
DAGLB inh: DAGLB lipase inhibitors, primary screen, biochemical, fluorescence, HTS. Diacylglycerol lipase-beta (Homo sapiens), Q8NCG7. HEK293T DAGLB membrane lysate, EnzChek fluorogenic substrate. inhibition, % at 5.17 µM. 0.059% of 340,000 active. AID 504411, 2011; in the data active = inhibition above about 34%;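 note: 0% = enzyme with vehicle and 100% = wells lacking enzyme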
Keap1-Nrf2 PPI: Keap1-Nrf2 protein-protein interaction inhibitors, primary screen, biochemical, fluorescence polarization, single point | Keap1 Kelch-Nrf2 peptide fluorescence polarization, 1536-well | inhibition, % at 9.4 µM | 0.15% of 340,000 active; in the data active = inhibition above about 12%;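 note: human Keap1 Kelch domain with fluorescein labeled Nrf2 9mer peptide probe; 0% = neutral control wells and 100% = peptide positive control; higher means more block of Keap1 binding to Nrf2 peptide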
V-ATPase pHluor: regulators of yeast V-ATPase proton pumping, primary screen, pHLuorin cytosolic pH fluorescence; S. cerevisiae; response, % at 10 µM; 0.37% of 350,000 active; in the data active = response mostly above about 7.3%, no sharp cut-off; inactive = mostly below about 5.4%; note: actives read high; inactives centre near 0; some compounds called inactive have numbers as strong as hits; reference of the scale not given here
CAL PDZ FP-1: CAL PDZ peptide-binding inhibitors, primary screen, biochemical, fluorescence polarization, Cer-tagged CAL PDZ, HTS | Golgi-associated PDZ and coiled-coil motif-containing protein (Homo sapiens), Q9HD26 | purified CAL PDZ, TMR-peptide fluorescence polarization, 1 h | inhibition, % at 20 µM | 0.02% of 330,000 active | AID 504414, 2011;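 active = highest replicate inhibition of at least 40%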;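 note: plate controls were DMSO neutral control wells for no effect and unlabeled competitor peptide control wells for full effect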
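Assay system – tagged CAL PDZ protein CerCALP, purified · Timing – 1 h at RT · Compound – single point, 20 µM · Measured by – fluorescence polarization from S- and P-plane intensities, G-factor corrected · Evaluation – inhibition from polarization loss · Probe or stimulus – TMR reporter peptide T*-PRC34 · Buffer or medium – pH 7.4 phosphate-saline buffer, reducing agent, detergent, IgG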
CAL PDZ FP-2: untagged CAL PDZ binding inhibitors, primary screen, biochemical, fluorescence polarization, HTS; purified CAL PDZ, TMR-peptide fluorescence polarization, 1 h; inhibition, % at 24.9 µM; Golgi-associated PDZ and coiled-coil motif-containing protein (Homo sapiens), Q9HD26; 0.92% of 300,000 active; AID 602252, 2012;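 active = mean inhibition of at least 30% with at least half of replicates also reaching 30%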;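 note: 0% = DMSO neutral control and 100% = excess unlabeled competitor peptide PRC23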
Arrestin-AP2 inh: inhibitors of beta-arrestin/AP2 binding, primary screen, biochemical, GPCR trafficking, flow cytometry | inhibition, % at 10 µM | FITC-arrestin peptide / GST-AP2 beads; AP2 beta2 appendage carries R879A mutation | 0.31% of 340,000 active | beta-arrestin 1 C-terminal peptide binding to AP2 beta2-adaptin appendage (human);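 active = inhibition above a set limit, near 3 SD of compounds lacking own fluorescence, cut at about 54% in these data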;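 note: plate controls were DMSO wells for no effect and 5 µM unlabelled arrestin peptide for full effect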
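System: GST-AP2 R879A glutathione beads. Medium: PBS with 0.05% Tween 20 and 0.1% BSA. Also added: FITC-arrestin peptide, 50 nM. Incubation: 12 min plus 1 h, RT. Measured by: high-throughput flow cytometry of beads, ex 488, em 535 nm. Evaluation: percent drop in bead-associated FITC signal.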
DSG3 Ab inh: inhibitors of pemphigus antibody binding to DSG3, primary screen, biochemical, bead-based, flow cytometry, scFv-GFP; Desmoglein-3 (Homo sapiens), P32926; DSG3-coupled beads, scFv-anti-DSG3-GFP binding; active compounds read low; binding (percent of control), % at 10 µM; 0.48% of 310,000 active; AID 588358, 2011;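 active = binding more than 3 SD below its plate's average and above zero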;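 note: hits lower antibody fragment binding to DSG3; some compounds called inactive have numbers as strong as hits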
* marks the source's active call; other numbers are inactive results. Not all compounds are listed; count on the stated rates, not on these rows.

For COC(=O)c1ccc(CN2CCN(CCCc3ccccc3)C(CCO)C2)cc1 (stereo not given) the results were RTF Ca sens inh 0, C-LANA FP 0.8, DAGLB inh 2, Keap1-Nrf2 PPI -1, V-ATPase pHluor -2, CAL PDZ FP-1 -0.8, CAL PDZ FP-2 -5, Arrestin-AP2 inh 4 and DSG3 Ab inh 105.
For COc1ccc(NC(=O)C2CCN(C(=O)Nc3ccccc3)CC2)cc1S(=O)(=O)N(C)C the results were RTF Ca sens inh -2, NSD2 inh -2, C-LANA FP 15, DAGLB inh 0, Keap1-Nrf2 PPI -2, V-ATPase pHluor -1, CAL PDZ FP-1 -0.3, CAL PDZ FP-2 -2, Arrestin-AP2 inh 2 and DSG3 Ab inh 102.
`Cc1ccc(C)c(NC(=O)CSc2nc(N)c(NC(=O)c3cccs3)c(=O)[nH]2)c1` gave RTF Ca sens inh -3, C-LANA FP 0.1, DAGLB inh -1, Keap1-Nrf2 PPI -3, V-ATPase pHluor 4, CAL PDZ FP-1 -1.9, CAL PDZ FP-2 6, Arrestin-AP2 inh 13 and DSG3 Ab inh 97.
Screening O=C(NC1CC2CCC1C2)c1ccco1 (stereo not given) returned RTF Ca sens inh -5, NSD2 inh 5, C-LANA FP 1.2, DAGLB inh -1, Keap1-Nrf2 PPI -3, V-ATPase pHluor 1, CAL PDZ FP-1 -1.7, CAL PDZ FP-2 -1, Arrestin-AP2 inh 2 and DSG3 Ab inh 67.
For Cc1cc(-n2ccnc2)n2c(nc3ccccc32)c1C#N the results were RTF Ca sens inh -2, NSD2 inh 3, C-LANA FP 1.4, DAGLB inh -3, Keap1-Nrf2 PPI 0, V-ATPase pHluor -3, CAL PDZ FP-1 -1.3, CAL PDZ FP-2 -1, Arrestin-AP2 inh 18 and DSG3 Ab inh 87.
`CCCc1cc(=O)[nH]c(SCC(=O)Nc2ccc3c(c2)CCC3)n1` gave RTF Ca sens inh -1, NSD2 inh 6, C-LANA FP 0.8, DAGLB inh -3, Keap1-Nrf2 PPI -4, V-ATPase pHluor 5, CAL PDZ FP-1 0.0, CAL PDZ FP-2 -1, Arrestin-AP2 inh 37 and DSG3 Ab inh 92.
Screening O=C(COC(=O)CCC(=O)c1ccc(F)cc1)NCc1ccco1 returned RTF Ca sens inh -8, NSD2 inh -1, C-LANA FP 1.2, DAGLB inh -1, Keap1-Nrf2 PPI 2, V-ATPase pHluor -1, CAL PDZ FP-1 -1.2, Arrestin-AP2 inh 11 and DSG3 Ab inh 95.
Screening CCOC(=O)C1=C(N)n2c(s/c(=C\c3ccco3)c2=O)=C(C(=O)OCC)C1c1ccco1 (stereo not given) returned RTF Ca sens inh -7, NSD2 inh 0, C-LANA FP -1.1, DAGLB inh 1, Keap1-Nrf2 PPI -2, V-ATPase pHluor -3, CAL PDZ FP-1 -1.1, Arrestin-AP2 inh -6 and DSG3 Ab inh 101.
`O=C(CSc1n[nH]c(=O)[nH]c1=O)N/N=C/c1ccccc1O` gave RTF Ca sens inh 4, NSD2 inh -8, C-LANA FP 3.2, DAGLB inh 1, Keap1-Nrf2 PPI -1, V-ATPase pHluor 2, CAL PDZ FP-1 -1.2, CAL PDZ FP-2 -3, Arrestin-AP2 inh -1 and DSG3 Ab inh 104.
`C=CCSc1nnc(NC(=O)c2ccc(S(=O)(=O)NCC3CCCO3)cc2)s1` (stereo not given) gave RTF Ca sens inh 1, NSD2 inh -5, C-LANA FP 0.7, DAGLB inh 6, Keap1-Nrf2 PPI 0, V-ATPase pHluor 1, CAL PDZ FP-2 -3, Arrestin-AP2 inh 3 and DSG3 Ab inh 101.
Screening NC(=O)c1ccccc1NC(=O)/C=C/C(=O)O returned RTF Ca sens inh -8, NSD2 inh -6, C-LANA FP -0.2, DAGLB inh -4, Keap1-Nrf2 PPI 1, V-ATPase pHluor 1, CAL PDZ FP-1 -0.1, CAL PDZ FP-2 -3, Arrestin-AP2 inh -6 and DSG3 Ab inh 103.
For CC(=O)Nc1ccc(NC(=O)COC(=O)/C=C/c2ccc3c(c2)OCO3)cc1 the results were RTF Ca sens inh -7, NSD2 inh 0, C-LANA FP -1.0, DAGLB inh 0, Keap1-Nrf2 PPI 3, V-ATPase pHluor 0, CAL PDZ FP-1 0.2, CAL PDZ FP-2 10 and Arrestin-AP2 inh 24.
`CNc1ncnc2c1cnn2C1CCCCO1` (stereo not given) gave RTF Ca sens inh -5, NSD2 inh 0, C-LANA FP 0.0, DAGLB inh -3, Keap1-Nrf2 PPI -3, V-ATPase pHluor -3, CAL PDZ FP-1 -2.0, CAL PDZ FP-2 0, Arrestin-AP2 inh -12 and DSG3 Ab inh 92.
`COc1ccccc1C(=O)NC(=O)COC(=O)CCS(=O)(=O)c1ccc(C)cc1` gave RTF Ca sens inh -8, NSD2 inh 0, C-LANA FP -3.1, DAGLB inh -6, Keap1-Nrf2 PPI -1, V-ATPase pHluor 0, CAL PDZ FP-1 -0.9, CAL PDZ FP-2 -2, Arrestin-AP2 inh 15 and DSG3 Ab inh 112.
For COc1ccccc1NS(=O)(=O)c1ccc(C(=O)NCCCN2CCOCC2)cc1 the results were RTF Ca sens inh -3, NSD2 inh 0, C-LANA FP -0.2, DAGLB inh 0, Keap1-Nrf2 PPI -5, V-ATPase pHluor -4, CAL PDZ FP-1 -2.2, CAL PDZ FP-2 -2, Arrestin-AP2 inh 4 and DSG3 Ab inh 104.
COc1ccc(N(CC(=O)NCCC2=CCCCC2)S(=O)(=O)c2ccccc2)cc1 was read as RTF Ca sens inh -7, C-LANA FP 0.2, DAGLB inh -6, Keap1-Nrf2 PPI 0, V-ATPase pHluor -8, CAL PDZ FP-1 -0.9, CAL PDZ FP-2 -3, Arrestin-AP2 inh -2 and DSG3 Ab inh 103.
For O=S(=O)(/N=C(/Nc1ccccn1)c1ccc(Cl)cc1)c1ccc(Cl)cc1 the results were RTF Ca sens inh -5, NSD2 inh -3, C-LANA FP 0.0, DAGLB inh 1, Keap1-Nrf2 PPI -1, V-ATPase pHluor 0, CAL PDZ FP-1 -0.3, CAL PDZ FP-2 0, Arrestin-AP2 inh 0 and DSG3 Ab inh 99.
`N#Cc1cc([N+](=O)[O-])ccc1N1CCCC1` gave RTF Ca sens inh -5, NSD2 inh 3, C-LANA FP -0.8, DAGLB inh 0, Keap1-Nrf2 PPI -2, V-ATPase pHluor -21, CAL PDZ FP-1 -2.4, CAL PDZ FP-2 -2, Arrestin-AP2 inh -5 and DSG3 Ab inh 99.
`Cc1c(Cl)cnc(NC(=O)COC(=O)c2ccc3c(c2)OCO3)c1Cl` gave RTF Ca sens inh -33, NSD2 inh 1, C-LANA FP 2.2, DAGLB inh -2, Keap1-Nrf2 PPI 2, V-ATPase pHluor 2, CAL PDZ FP-1 -1.6, CAL PDZ FP-2 0, Arrestin-AP2 inh 10 and DSG3 Ab inh 100.
Screening CC(=O)c1ccc(OCC(O)CN(C)Cc2cccs2)cc1 (stereo not given) returned RTF Ca sens inh 0, NSD2 inh 1, C-LANA FP 0.0, DAGLB inh 0, Keap1-Nrf2 PPI -2, V-ATPase pHluor -5, CAL PDZ FP-1 -1.5, CAL PDZ FP-2 1, Arrestin-AP2 inh 23 and DSG3 Ab inh 101.
CN(C)C(=O)CN1C(=O)C2CC=C(Cl)CC2C1=O (stereo not given) was read as RTF Ca sens inh -11, NSD2 inh -4, C-LANA FP 7.2, DAGLB inh 2, Keap1-Nrf2 PPI -2, V-ATPase pHluor 5, CAL PDZ FP-1 0.0, CAL PDZ FP-2 32*, Arrestin-AP2 inh 3 and DSG3 Ab inh 87.
For O=C1c2ccccc2C(=O)N1c1nc(-c2cccs2)cs1 the results were RTF Ca sens inh -3, NSD2 inh 0, C-LANA FP 1.8, DAGLB inh 0, Keap1-Nrf2 PPI -1, V-ATPase pHluor 2, CAL PDZ FP-1 -1.1, CAL PDZ FP-2 -2 and Arrestin-AP2 inh -1.
`Cc1nc2ccc(NS(=O)(=O)c3ccc(Br)cc3)cc2s1` gave RTF Ca sens inh -12, NSD2 inh 4, C-LANA FP 0.2, DAGLB inh -1, Keap1-Nrf2 PPI -8, V-ATPase pHluor 1, CAL PDZ FP-1 -1.0, Arrestin-AP2 inh -5 and DSG3 Ab inh 109.
For FC(F)(F)C1CC(c2cccs2)Nc2ncnn21 (stereo not given) the results were RTF Ca sens inh -7, NSD2 inh -3, C-LANA FP 5.6, DAGLB inh 2, Keap1-Nrf2 PPI -4, V-ATPase pHluor -1, CAL PDZ FP-1 0.5, CAL PDZ FP-2 4 and Arrestin-AP2 inh -1.
For Nc1cc(=O)[nH]c(SCC(=O)NC2CCCc3ccccc32)n1 (stereo not given) the results were RTF Ca sens inh -11, C-LANA FP 1.8, DAGLB inh -1, Keap1-Nrf2 PPI -4, V-ATPase pHluor -2, CAL PDZ FP-1 0.4, CAL PDZ FP-2 -4, Arrestin-AP2 inh 1 and DSG3 Ab inh 93.

Among those listed so far, these contain fluorine.
Screening O=C(COC(=O)CCC(=O)c1ccc(F)cc1)NCc1ccco1 returned RTF Ca sens inh -8, NSD2 inh -1, C-LANA FP 1.2, DAGLB inh -1, Keap1-Nrf2 PPI 2, V-ATPase pHluor -1, CAL PDZ FP-1 -1.2, Arrestin-AP2 inh 11 and DSG3 Ab inh 95.
For FC(F)(F)C1CC(c2cccs2)Nc2ncnn21 (stereo not given) the results were RTF Ca sens inh -7, NSD2 inh -3, C-LANA FP 5.6, DAGLB inh 2, Keap1-Nrf2 PPI -4, V-ATPase pHluor -1, CAL PDZ FP-1 0.5, CAL PDZ FP-2 4 and Arrestin-AP2 inh -1.

Compound activity from PubChem BioAssay.
